FLuc inh: inhibitors of firefly (Photinus pyralis) luciferase | purified P. pyralis luciferase, luminescence, biochemical | Potency, µM (titrated, usually from 115 µM), inactives show at the highest dose activity change, negative = inhibition, usual class: inhibitors | 2.5% of 76,000 active; note: potency is the fitted concentration of half-maximal effect; nearly all actives have a fitted effect of over 65% in size
Target sequence (P08659 whole entry, looked up): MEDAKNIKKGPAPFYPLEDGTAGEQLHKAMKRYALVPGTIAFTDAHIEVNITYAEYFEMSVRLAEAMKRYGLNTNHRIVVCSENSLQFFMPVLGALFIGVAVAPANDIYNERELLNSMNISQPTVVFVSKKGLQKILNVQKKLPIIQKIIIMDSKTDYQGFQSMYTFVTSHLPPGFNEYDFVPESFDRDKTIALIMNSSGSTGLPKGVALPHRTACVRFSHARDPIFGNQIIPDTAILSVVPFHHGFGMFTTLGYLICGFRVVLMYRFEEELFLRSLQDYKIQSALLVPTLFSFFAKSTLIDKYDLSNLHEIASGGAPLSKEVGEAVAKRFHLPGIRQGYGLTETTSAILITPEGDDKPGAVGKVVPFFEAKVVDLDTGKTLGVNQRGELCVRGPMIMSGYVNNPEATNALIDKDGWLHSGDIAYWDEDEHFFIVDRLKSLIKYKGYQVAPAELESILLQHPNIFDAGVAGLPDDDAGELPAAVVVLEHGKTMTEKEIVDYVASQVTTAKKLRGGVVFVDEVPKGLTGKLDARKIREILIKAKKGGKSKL
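Purified 10nM P. pyralis luciferase with 10uM D-luciferin and 10uM ATP in 50mM Tris acetate pH 7.5, 10mM Mg acetate, 0.01% Tween-20, 0.05% BSA. qHTS titration; luminescence read by CCD imager.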
IP6K1 inhibitor: inhibitors of human IP6K1; AID 1645851; 0.81% of 140,000 active; Q92551; activity change, % (series mostly up to about 58 µM); IP6K1 kinase, ADP-Glo luminescence, 2 h; hits give low values; in the data active = activity change below about -25%
Target sequence (Q92551 whole entry, looked up): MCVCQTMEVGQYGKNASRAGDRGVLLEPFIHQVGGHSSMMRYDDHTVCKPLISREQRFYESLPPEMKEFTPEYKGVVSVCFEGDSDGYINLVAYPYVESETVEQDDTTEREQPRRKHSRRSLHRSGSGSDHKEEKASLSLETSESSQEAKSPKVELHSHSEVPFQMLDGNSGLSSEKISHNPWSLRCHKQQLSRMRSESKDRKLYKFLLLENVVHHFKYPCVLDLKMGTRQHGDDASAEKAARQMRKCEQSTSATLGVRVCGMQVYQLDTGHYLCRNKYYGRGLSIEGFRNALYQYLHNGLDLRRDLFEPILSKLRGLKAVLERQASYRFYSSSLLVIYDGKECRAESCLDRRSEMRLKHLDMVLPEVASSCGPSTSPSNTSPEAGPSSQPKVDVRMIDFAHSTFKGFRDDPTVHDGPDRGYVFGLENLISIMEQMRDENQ
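ADP-Glo luminescence measures ADP made by human IP6K1 during a 2 h RT reaction with ATP/IP6 (mix at 1.3 mM/130 uM); top library doses 57.5 and 19.1 uM final.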
GPT2 inh: GPT2 alanine aminotransferase inhibition; Q8TD30; Recombinant GPT2, coupled pyruvate oxidase/HRP Amplex Red fluorescence; Potency, µM (top dose mostly 57.7 µM), for the others: at the top dose activity change, negative = inhibition, actives largely listed as inhibitors; 0.25% of 100,000 active; note: potency is the fitted concentration of half-maximal effect; nearly all actives have a fitted effect of over 60% in size; many of its hits are not listed in these tables
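GPT2 10ng/uL, a-KG 250uM, L-Ala 2mM, HEPES pH7.5 + 0.0001% Tween; 30 min RT. Then Amplex mix (PO/HRP/ThPP), 30 min RT dark, fluorescence. AOA 50uM used as positive control.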
HEK293 tox: kills HEK 293 cells; HEK 293 viability, ATP luminescence (CellTiter-Glo), 48-72 h; Potency, µM (top dose mostly 115 µM), for the others: at the highest dose activity change, negative = cytotoxicity, hits mostly inhibitors; 6.6% of 94,000 active; note: potency is the fitted concentration of half-maximal effect; nearly all actives have a fitted effect of over 60% in size
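250 HEK 293 cells/well; compound by pintool; incubated 48 or 72 hr at 37 degree Celsius; CellTiter-Glo added, 10 min RT, luminescence imaged.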
NIH3T3 tox: NIH 3T3 cell cytotoxicity. NIH 3T3 viability, CellTiter-Glo ATP luminescence, 48-72 h. Potency, µM (titrated, usually from 96.7 µM), inactives show at the highest dose activity change, negative = cytotoxicity, hits mostly inhibitors. 4.3% of 94,000 active. AID 1345082; note: potency is the fitted concentration of half-maximal effect; nearly all actives have a fitted effect of over 55% in size
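Cells were seeded at 400 per well, treated with pin-transferred compound, and kept 48 or 72 hr at 37 °C before CellTiter-Glo addition and luminescence imaging of cellular ATP.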
SNCA viab count: cell viability loss counter-screen; Potency, µM (top dose mostly 57.1 µM), inactives show at the highest dose activity change, negative = cytotoxicity, most hits filed as cytotoxic; HEK-293-SNCA-luc viability, GF-AFC fluorescence, 24 h; 0.12% of 150,000 active;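 note: potency is the fitted concentration of half-maximal effect; 0% = DMSO-treated cells and -100% = medium-only wells without cells; nearly all actives have a fitted effect of over 30% in size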
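Cytotoxicity counterscreen: after 24 h compound treatment of genome-edited SNCA-luciferase HEK-293 cells, live-cell protease substrate GF-AFC read by fluorescence after 30 min; activity scaled between DMSO (0%) and medium-only (-100%), curves Hill-fitted.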
SNCA expr inh: reduces expression of the alpha-synuclein gene. HEK-293 SNCA-luciferase knock-in, luminescence, 24 h. Potency, µM (series often up to 57.2 µM), inactives show top-dose activity change, negative = inhibition, actives largely listed as inhibitors. 0.17% of 140,000 active. AID 1671194;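 note: potency is the fitted concentration of half-maximal effect; plate controls were DMSO cells for no effect and cell-free wells for full effect; nearly all actives have a fitted effect of over 45% in size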
Numbers without * were called inactive; i = inactive; ? = inconclusive; / = not tested or not shown; [ ] = another dose, or the depositor's remark. Unless noted, calls come from the whole dose curve; as a rule, active = well fitted curve in the direction sought with a large enough effect; inconclusive = small, poorly fitted or top-dose-only effect, or another doubt; inactive = no such curve, though single readings can be large; an effect the other way counts as inactive or inconclusive. Unless noted, % is set by controls: 0 for no effect and ±100 for the full control effect. An excerpt; count on the stated rates, not on these rows.

Values run as follows: SNCA viab count | GPT2 inh | NIH3T3 tox | HEK293 tox | SNCA expr inh | IP6K1 inhibitor | FLuc inh
O=C(NC1CC1)c1ccc(Cn2c(SCc3ccccc3F)nc3cccnc32)cc1
  ? | / | / | / | 28% | 7 | /
CC(C)(C)NC(=O)N1C[C@@H](Oc2cccnc2)C[C@H]1C(=O)N1CCOCC1
  -2% | 0% | -10% | ? | 34%[activator] | 0 | 0%
COC(=O)c1ccc(Cn2c(SCc3cccc(C)c3)nc3ccncc32)cc1
  -9% | / | / | / | 8% | 10 | /
COC(=O)c1nnn(-c2ccc(Cl)cc2)c1C(=O)OC
  -10% | / | / | / | 19% | 3 | /
O=c1c2cccnc2n(Cc2ccc(Cl)cc2)c(=O)n1Cc1ccc(F)cc1
  8% | / | / | / | 17% | 26 | /
CCN(c1ccccc1)c1nnc(NC(=O)Nc2ccccc2F)s1
  14% | / | / | / | -5% | -11 | /
COC(=O)CN1C(=O)[C@@H]2C[C@@H](O)CN2C2(CN(Cc3cccs3)C2)C1=O
  1%[87.6 µM] | i | 4%[174 µM] | -4%[172 µM] | -14%[87.6 µM] | -8 | -3%[172 µM]
COc1ccc(C2=C(C(C)=O)Sc3nnc(-c4ccc(Cl)cc4)n3N2C(C)=O)cc1OC
  -1% | / | / | / | -4% | 10 | /
Cc1cccc(C(=O)Nc2c(-c3ccccc3)nc3cc(C)ccn23)c1
  ? | / | / | / | 28% | 4 | /
COc1ccc(CNC(=O)Cn2c(=O)n3nc(-c4ccc(OC)cc4)nc3c3ccccc32)cc1
  -6% | / | / | / | 0% | 4 | /
CC(=O)Nc1ccc(CN2C[C@H](O)C[C@H]2c2nc(-c3cccc([N+](=O)[O-])c3)no2)cc1
  -2%[87.6 µM] | 1%[88.5 µM] | ? | -20%[172 µM] | 33%[activator][87.6 µM] | 4 | 11%[172 µM]
COc1ccc(OC)c(CNC(=O)C2Cn3cccc3C(=O)N2C)c1 (centres undefined)
  0% | i | 3% | 0% | 6% | 5 | -9%
COc1cccc(-c2ccnc3[nH]n(-c4ccccc4)c(=O)c23)c1
  4% | / | / | / | 51%[activator] | -2 | /
COc1ccc(CNC(=O)Cn2c(C)cc3nc4n(c(=O)c32)CCCC4)cc1OC
  -4% | i | i | 7% | 8% | 6 | 0%
CCOC(=O)c1scc(-c2ccccc2)c1S(=O)(=O)Nc1ccccc1F
  -14% | / | / | / | 4% | -15 | /
CCOC(=O)CC(NC(=O)c1cc2cc(OC)ccc2oc1=O)c1ccc(OC)cc1 (centres undefined)
  -5% | / | / | / | 4% | -4 | /
C[S+](=O)([O-])N1Cc2ccccc2CC2(CCCN2Cc2ccncc2)C1 (centres undefined)
  4% | 3% | 3% | -3% | 6% | -11 | /
Cc1ccc(C)c(CN2CCC(CNC(=O)C(CC(C)C)N3Cc4ccccc4C3=O)CC2)c1 (centres undefined)
  -24% | / | / | / | -9% | 19 | /
CC1(C(=O)NCc2ccco2)CN(Cc2ccccc2)Cc2ccc(N3CCOCC3)nc21 (centres undefined)
  -30% | -3% | ? | ? | ? | 26 | 10%
Cc1ccccc1C(=O)N1CCCN(c2ccc3nnc(C4CC4)n3n2)CC1
  / | / | -11% | 4% | / | 0 | /
CC(C)CS(=O)(=O)c1oc(-c2ccc(F)cc2)nc1S(=O)(=O)c1ccccc1
  4.5µM* | / | / | / | ? | -12 | /
COc1ccccc1-n1c(=O)c(C(=O)NCCc2ccc(F)cc2)nc2cccnc21
  0% | 0% | -22% | 3% | -10% | 14 | /
CCCS(=O)(=O)N1CCCC(C(=O)NCc2ccccc2)CCNC(=O)CC1 (centres undefined)
  -1% | 2% | -9% | i | -8% | 5 | 5%
O=C(COc1ccccc1)N1CC(CNc2cccnc2)C2(C1)CN(c1ccccc1)C2 (centres undefined)
  ? | i | ? | 71µM* | -26%[87.6 µM] | 0 | -7%[172 µM]
COc1ccc(NC(=O)O[C@@H]2CO[C@H]3[C@@H]2OC[C@@H]3NS(=O)(=O)c2ccccc2C#N)cc1
  4% | -9% | -18% | 1% | 17% | -1 | 13%
CCCCn1c(=O)c(C(=O)N2CCCC(C)C2)nc2cccnc21 (centres undefined)
  -7%[87.6 µM] | -2%[88.5 µM] | -22%[138 µM] | -15%[172 µM] | 20%[87.6 µM] | 16 | /
CCOC(=O)[C@@H]1CN(C(=O)OCC(C)(C)C)[C@H]2c3ccc(OC)cc3O[C@@H]12
  / | / | ? | ? | / | 3 | /
Cc1ccc(C(=O)N2CCC(c3n[nH]c(=O)n3Cc3ccc(F)cc3)CC2)cc1C
  -7% | -13% | -25% | ? | -12% | 4 | -5%
CN(C)[C@H]1CCCCN(C(=O)c2cn(CCN3CCNCC3)nn2)C1
  -9% | -22% | -16% | -14% | 3% | -12 | -9%
CCOc1ccc(OCC)c(NS(=O)(=O)c2cc(-c3cc(C)no3)ccc2C)c1
  3% | / | / | / | -30% | 31 | /
COc1ccc(C(=O)N2CCN(c3nnc4cccc(C)n34)CC2)cc1F
  -1% | i | -2% | 1% | 4% | 14 | -1%
COC(=O)c1ccc(NC(=O)c2cc3cc4ccc(OC)c(Cl)c4nc3s2)cc1
  2% | / | / | / | 121%[activator] | 5 | /
Cc1ccc(CNC(=O)NCCc2ncc(C)n2CC2CC2)cc1
  2% | i | -15% | -3% | -9% | 13 | 2%
COC(=O)N1CCCN(c2nc3ncccc3o2)CC1
  -3%[87.6 µM] | i | -5%[138 µM] | 1%[172 µM] | -19%[87.6 µM] | -6 | 2%[172 µM]
CC(C)CCNC(=O)c1cccnc1N1CC2CC(C1)[C@H]1CCCC(=O)N1C2 (some centres undefined)
  -4% | i | -5% | -15% | 46%[activator] | 22 | 2%
CCc1ccccc1NC(=O)CSc1ncc2c(n1)-c1cc(Cl)ccc1N(Cc1ccccc1)S2(=O)=O
  -1% | / | / | / | -20% | -5 | /
COc1ccc2[nH]c3c(c2c1)CCN(C(=O)CCC1CCCC1)C3c1ccc(F)cc1 (centres undefined)
  16% | / | / | / | 0% | -3 | /
CCN1CCc2nc3sc(C(=O)Nc4cccc(Cl)c4C)c(N)c3cc2C1
  -9% | / | / | / | 2% | 12 | /
Cc1cc(C(=O)N[C@@H]2CCC[C@@H](C(=O)NC3CC3)CC(=O)N(C)C2)nn1C
  1%[87.6 µM] | 3%[88.5 µM] | -21%[138 µM] | -14%[172 µM] | 24%[87.6 µM] | 2 | -11%[172 µM]
Cc1cn2nc(C(=O)NCc3ccc(C(F)(F)F)cc3)cc2c(N2CCCC2)n1
  2% | i | ? | 45µM* | -18% | 8 | 0%
COc1ccccc1N1CCN(C(=O)Cc2c(C(=O)O)c(C)cn2C)CC1
  3% | / | / | / | 8% | -2 | /
O=C(CC1COCCN1)N1CCN(C/C=C/c2ccccc2)CC1 (centres undefined)
  15% | -2% | -4% | ? | -25% | 15 | -9%
Cc1ccccc1NC(=O)c1cc2sccc2n1Cc1ccc(F)cc1
  1% | / | / | / | 1% | -1 | /
O=C(NCc1ccncc1)C1CN(Cc2cccnc2)CC12CCOCC2 (centres undefined)
  0% | 2% | -8% | -5% | -10% | 10 | -11%
CCCS(=O)(=O)N1CC(c2noc(C3CCCN3CC3CC3)n2)C1 (centres undefined)
  4%[12.5 µM] | i | 3% | -8% | 43%[activator] | 4 | 3%
COc1cccc(N2CCN(C(=O)c3ccc(CS(=O)c4cccc(Cl)c4)o3)CC2)c1 (centres undefined)
  ? | / | / | / | ? | 22 | /
Cc1ccc(OCC(=O)Nc2ccc3nc(SCC(=O)N4CCCC4)sc3c2)cc1
  7% | / | / | / | -2% | 9 | /
CCOC(=O)c1c(-c2ccccc2)csc1NC(=O)c1nc(S(=O)(=O)CC)ncc1Cl
  -5% | / | / | / | -5% | 2 | /
COCCCNC(=O)c1ccc(N2CC3CC(C2)[C@H]2CCCC(=O)N2C3)nc1 (some centres undefined)
  1% | i | -2% | -13% | -10% | 16 | 1%
O=C(NCC1CN(C(=O)Cc2ccc3c(c2)OCO3)CC12CN(c1ccccc1)C2)c1ccccc1 (centres undefined)
  -2% | i | ? | -25% | -17% | 6 | -4%
COc1ccc(C(=O)N2CCC(C(=O)N3CCC(N4CCOC4=O)CC3)CC2)cc1
  13% | 4% | 4% | -2% | -16% | -7 | /
O=C(O)CCC=CCC[C@@H]1[C@H](N2CCCCC2)[C@@H](O)C[C@@H]1OCc1ccc(-c2ccccc2)cc1
  -7% | 1% | / | / | 19% | / | /
CCc1ccc(C(=O)N2CCC(c3n[nH]c(=O)n3Cc3ccc(C)cc3)CC2)cc1
  -11% | 0% | ? | ? | 21% | -20 | 7%
CC(C)c1ccc(S(=O)(=O)N2C[C@@H](F)C[C@H]2C(=O)N2CCOCC2)cc1
  -8% | 5% | -12% | 3% | 11% | 5 | -2%
CCC(CC)C(=O)N1C[C@@H]2OCC(=O)N(CC3CC3)[C@@H]2C1
  -5%[87.6 µM] | i | 4%[174 µM] | i | 7%[87.6 µM] | -3 | -2%[172 µM]
CCS(=O)(=O)N1CCc2cc(C(=O)N3CCN(c4cccc(C(F)(F)F)c4)CC3)ccc21
  -15% | / | / | / | -2% | -13 | /
Cc1ccc(C(=O)N2CCN(Cc3ccccc3-c3ccc(C)c(Cl)c3)CC2)cc1
  3%[12.5 µM] | 4% | ? | 40µM* | -21% | -10 | /
CC(=O)c1ccccc1NS(=O)(=O)c1cc2c(cc1C)NC(=O)CO2
  8% | / | / | / | 6% | 4 | /
O=C(O)[C@H](Cc1ccc(Nc2nccc3ccncc23)cc1)NC1=C(Br)C(=O)C12CCCCC2
  2% | -3% | / | / | / | -6 | /
CN(C)c1ccc(C(CNC(=O)c2ccccc2F)N2CCc3ccccc32)cc1 (centres undefined)
  -11% | / | / | / | 72%[activator] | -2 | /

The closing two compounds of the section above open the next one.
Values run as follows: SNCA viab count | GPT2 inh | NIH3T3 tox | HEK293 tox | SNCA expr inh | IP6K1 inhibitor | FLuc inh
O=C(O)[C@H](Cc1ccc(Nc2nccc3ccncc23)cc1)NC1=C(Br)C(=O)C12CCCCC2
  2% | -3% | / | / | / | -6 | /
CN(C)c1ccc(C(CNC(=O)c2ccccc2F)N2CCc3ccccc32)cc1 (centres undefined)
  -11% | / | / | / | 72%[activator] | -2 | /
CCOC(=O)c1cccc(NC(=O)Cn2nc3c(cc2=O)CCCC3)c1
  -10% | / | / | / | 15% | -5 | /
COc1ccccc1C(=O)N1CCC2(CC1)CN(c1ncccn1)CC2CO (centres undefined)
  7% | i | -4% | -1% | 8% | 5 | 4%
O=c1[nH]c2cc(Cl)c(Cl)cc2[nH]c1=O
  -9% | -1% | / | / | 62%[activator] | / | /
COc1cccc([S+](=O)([O-])N2CCCC3(CC(c4ccccc4)=NO3)C2)c1 (centres undefined)
  -3% | i | -14% | ? | ? | 1 | /
O=C(Cc1ccc(F)cc1)NC1CCN(c2cc(C(F)(F)F)ncn2)CC1
  13% | -10% | ? | ? | 2% | 8 | -6%
COc1cccc(C(=O)N2CCC(C(=O)Nc3cccc(Cl)c3)CC2)c1
  -13% | / | / | / | -11% | 1 | /

From PubChem BioAssay
